Source: PubChem (Broad Institute)
TcdB inh = TcdB glycohydrolase inhibition | inhibition, % at 9.99 µM | 0.24% of 350,000 active | TcdB glycohydrolase enzymatic assay, plate reader | P18177; in the data active means inhibition above about 10%
* = called active by the depositor.

item | mol | TcdB inh
1 | CC(C)CC#Cc1ccc2c(c1)O[C@H](CN(C)C(=O)Cc1ccncc1)[C@@H](C)CN([C@H](C)CO)S2(=O)=O | -2.1
2 | C[C@H](O)C#Cc1ccc2c(c1)O[C@@H](CN(C)C(=O)C1CCC1)[C@H](C)CN([C@@H](C)CO)S2(=O)=O | -0.2
3 | CCC(=O)N1CC(=O)N2[C@@H](CO)[C@H](c3ccc(C#Cc4cccc(F)c4)cc3)[C@@H]2C1 | 1.0
4 | O=C(c1cccnc1)N1C[C@@H]2[C@H](c3ccccc31)[C@@H](CO)N2Cc1ccc2c(c1)OCO2 | -0.8
5 | CN1C(=O)c2cc(NC(=O)NC3CCCC3)ccc2OC[C@H]2O[C@H](CC(=O)NCC3CC3)CC[C@@H]21 | -0.4
6 | CCC(=O)N1CC(=O)N2[C@H](C1)[C@H](c1ccc(-c3cccnc3)cc1)[C@@H]2CO | 1.6
7 | C[C@H]1CN([C@@H](C)CO)C(=O)c2cccc(NC(=O)c3ccncc3)c2O[C@@H]1CN(C)Cc1ccc(C(=O)O)cc1 | 0.1
8 | C[C@H](CO)N1C[C@H](C)[C@H](CN(C)C(=O)Cc2ccccc2)OCCCC[C@H](C)Oc2ccc(NC(=O)c3ccccc3)cc2C1=O | -1.3
9 | C[C@@H]1CN([C@@H](C)CO)C(=O)c2cc(NC(=O)Nc3ccc(F)cc3)ccc2O[C@@H](C)CCCCO[C@H]1CN(C)C(=O)Nc1cccc2ccccc12 | 0.5
10 | O=C(N[C@H](C(=O)N1CCC[C@H]1C(=O)NCCc1ccccc1Cl)c1ccccc1)c1cccs1 | 2.2
11 | C/C=C/c1ccc2c(c1)O[C@@H](CN(C)CC1CCCC1)[C@H](C)CN([C@@H](C)CO)S2(=O)=O | -0.8
12 | CC(C)NC(=O)N1[C@@H](C#N)[C@@H](c2ccc(C#CC3CCCCC3)cc2)[C@@H]1CO | -0.2
13 | C[C@@H]1CN([C@@H](C)CO)C(=O)c2cc(C#CC3(O)CCCC3)cnc2O[C@H]1CN(C)Cc1ccccn1 | -0.6
14 | O=C(C1CCCCC1)N1[C@H](CO)[C@H]2c3ccccc3NC[C@H]21 | 0.5
15 | C[C@H](CO)N1C[C@H](C)[C@@H](CN(C)C)Oc2c(NC(=O)Nc3ccc(C(F)(F)F)cc3)cccc2C1=O | -1.9
16 | C[C@@H](NC(=O)C[C@@H]1CC[C@@H](NC(=O)C2CCOCC2)[C@H](CO)O1)c1ccccc1 | 0.3
17 | C[C@@H]1CN([C@@H](C)CO)C(=O)c2cc(-c3ccccc3)cnc2O[C@H]1CN(C)C(=O)C1CCCCC1 | 0.2
18 | COc1ccc(S(=O)(=O)Nc2ccc3c(c2)CC(=O)N([C@@H](C)CO)C[C@H](C)[C@H](CN(C)Cc2ccccc2)O3)cc1 | -0.7
19 | C[C@@H]1CN([C@@H](C)CO)C(=O)Cc2cc(NC(=O)CCN3CCOCC3)ccc2O[C@H]1CN(C)Cc1ccc(C(=O)Nc2ccccc2N)cc1 | -0.9
20 | COc1ccc(S(=O)(=O)N(C)C[C@@H]2Oc3c(NC(=O)c4ccncc4)cccc3C(=O)N([C@@H](C)CO)C[C@@H]2C)cc1 | 0.6
21 | C[C@@H]1CN([C@@H](C)CO)C(=O)c2cc(C#CC(C)(C)O)cnc2O[C@@H]1CN(C)Cc1cncnc1 | 0.5
22 | O=C(Cc1cccnc1)N1CC(=O)N2[C@H](CO)[C@@H](c3ccc(C4=CCCCC4)cc3)[C@@H]2C1 | 1.0
23 | COCC#Cc1cnc2c(c1)C(=O)N([C@H](C)CO)C[C@H](C)[C@@H](CN(C)C(=O)CN1CCOCC1)O2 | -0.4
24 | Cc1noc(C)c1NC(=O)NCC[C@@H]1CC[C@@H](NC(=O)Nc2cccc(Cl)c2)[C@H](CO)O1 | -0.6
25 | C[C@H](CO)N1C[C@H](C)[C@H](CN(C)Cc2ccncc2)Oc2ccc(N(C)C)cc2C1=O | -14
26 | C[C@H](CO)N1C[C@H](C)[C@H](CN(C)C(=O)Nc2cccc3ccccc23)Oc2ccc(NS(=O)(=O)c3cn(C)cn3)cc2CC1=O | -0.3
27 | COc1ccc2c3c(n(C)c2c1)[C@H](CO)N(S(C)(=O)=O)CC31CCN(CC2CCCC2)CC1 | -0.1
28 | C=CCNC(=O)[C@@H]1[C@H]2C(=O)O[C@H](c3ccccc3)[C@H](c3ccccc3)N2[C@H](c2ccc(O)cc2)[C@@]12C(=O)N(C(=O)OCCOC)c1ccc(C#Cc3ccc(OC)cc3)cc12 | 3.7
29 | COc1ccc(NC(=O)N[C@@H]2C=C[C@@H](CC(=O)NC3CCC3)O[C@@H]2CO)cc1 | 0.6
30 | CN(C)C(=O)c1ccc(-c2ccc([C@@H]3[C@H]4CN(C(=O)C5CC5)CCCCN4[C@H]3CO)cc2)cc1 | 0.2

A run of entries of the results above:
item | mol | TcdB inh
1 | CC(C)CC#Cc1ccc2c(c1)O[C@H](CN(C)C(=O)Cc1ccncc1)[C@@H](C)CN([C@H](C)CO)S2(=O)=O | -2.1
2 | C[C@H](O)C#Cc1ccc2c(c1)O[C@@H](CN(C)C(=O)C1CCC1)[C@H](C)CN([C@@H](C)CO)S2(=O)=O | -0.2
3 | CCC(=O)N1CC(=O)N2[C@@H](CO)[C@H](c3ccc(C#Cc4cccc(F)c4)cc3)[C@@H]2C1 | 1.0

(listing goes on)
item | mol | TcdB inh
31 | Cc1ccc(S(=O)(=O)Nc2ccc3c(c2)CC(=O)N([C@H](C)CO)C[C@H](C)[C@H](CN(C)C(=O)Nc2ccccc2)O3)cc1 | -0.2
32 | COc1ccccc1NC(=O)N1C[C@H]2[C@@H](c3ccccc31)[C@@H](CO)N2Cc1ccc2c(c1)OCO2 | -2.1
33 | O=C(Nc1ccc(F)cc1)N[C@@H]1CC[C@@H](CCn2cc(-c3ccccc3F)nn2)O[C@@H]1CO | 0.4
34 | CNC[C@@H]1Oc2ncc(C#CC3(O)CCCC3)cc2C(=O)N([C@H](C)CO)C[C@@H]1C | -0.4
35 | C[C@@H]1CN([C@@H](C)CO)C(=O)c2cccc(NC(=O)NC3CCCCC3)c2O[C@H]1CN(C)Cc1ccc(Cl)c(Cl)c1 | -0.1
36 | O=C(Nc1ccc(F)cc1)C(c1ccnc2ccccc12)N1CCN(c2cccc(C(F)(F)F)n2)CC1 (configuration not stated) | -0.4
37 | CN1C(=O)C(Br)(Br)CC1c1cccnc1 (configuration not stated) | 0.2
38 | Cc1noc(C)c1NC(=O)N(C)C[C@@H]1Oc2c(NC(=O)c3nc4ccccc4s3)cccc2C(=O)N([C@H](C)CO)C[C@H]1C | 1.0
39 | CCCN1[C@H](C(=O)NC2CCCC2)[C@@H](CO)[C@@H]2Cn3c(ccc(-c4cccnc4)c3=O)[C@@H]21 | -1.7
40 | COc1ccc(S(=O)(=O)N(C)C[C@H]2OCCCC[C@@H](C)Oc3ccc(NC(=O)c4ccccc4)cc3C(=O)N([C@H](C)CO)C[C@@H]2C)cc1 | -0.3
41 | COc1ccc(S(=O)(=O)N(C)C[C@@H]2OCCCC[C@@H](C)Oc3ccc(NS(=O)(=O)c4ccc(F)cc4)cc3C(=O)N([C@@H](C)CO)C[C@@H]2C)cc1 | 0.1
42 | C[C@H](O)C#Cc1ccc2c(c1)O[C@@H](CN(C)C(=O)C1CCCCC1)[C@@H](C)CN([C@H](C)CO)S2(=O)=O | 0.2
43 | C[C@@H]1CN([C@H](C)CO)C(=O)c2cc(C#Cc3cccc(F)c3)cnc2O[C@@H]1CN(C)Cc1ccccn1 | -1.7
44 | COCC(=O)Nc1ccc2c(c1)C(=O)N(C)C[C@@H](OC)[C@@H](C)CN(Cc1cccnc1)[C@@H](C)CO2 | 0.1
45 | N#C[C@H]1[C@@H](c2ccc(C#CC3(O)CCCC3)cc2)[C@@H](CO)N1C(=O)C1CCCC1 | -0.5
46 | C[C@H]1CN([C@@H](C)CO)S(=O)(=O)c2ccc(/C=C/c3ccccc3)cc2O[C@@H]1CN(C)C(=O)Nc1ccc(F)cc1 | -1.6
47 | COCC(=O)N1C[C@H](C)[C@@H](OC)CN(C)C(=O)c2ccc(NC(=O)Nc3ccccc3)cc2OC[C@@H]1C | -1.5
48 | C[C@@H]1CN([C@@H](C)CO)C(=O)Cc2cc(NS(=O)(=O)c3ccc(Cl)cc3)ccc2O[C@H]1CN(C)CC1CC1 | 2.0
49 | C[C@H]1CN([C@@H](C)CO)C(=O)Cc2cc(NS(C)(=O)=O)ccc2O[C@@H]1CN(C)C(=O)NC1CCCCC1 | -1.1
50 | C[C@H](CO)N1C[C@H](C)[C@@H](CN(C)Cc2ccc(C(=O)O)cc2)Oc2ccc(NC(=O)Nc3ccccc3)cc2C1=O | 0.2
51 | CCOC(=O)CCCCCC(=O)Nc1ccc2c(c1)C(=O)N([C@H](C)CO)C[C@@H](C)[C@@H](CN(C)S(=O)(=O)c1ccc(C)cc1)OCCCC[C@H](C)O2 | 0.5
52 | OC[C@H]1[C@@H](c2ccccc2)C2(CN(Cc3cccnc3)C2)N1Cc1ccncc1 | 0.0
53 | O=C(C[C@@H]1CC[C@@H](NC(=O)c2ccncc2)[C@H](CO)O1)Nc1ccccc1 | 0.3
54 | C[C@@H]1CN([C@H](C)CO)C(=O)Cc2cc(NC(=O)Nc3ccc(F)cc3)ccc2O[C@H]1CN(C)S(C)(=O)=O | -0.7
55 | C/C=C/c1ccc([C@H]2[C@@H](CO)N(C(=O)NCCC)[C@H]2CNC(=O)C2CCC2)cc1 | 0.7
56 | CCC(=O)N1CCCCN2[C@H](CO)[C@@H](c3ccc(-c4cccc(C(=O)N(C)C)c4)cc3)[C@@H]2C1 | -0.3
57 | COc1ccc2c3c(n(C)c2c1)[C@H](CO)N(C(=O)Nc1ccc(F)cc1)CC31CCN(Cc2ccccn2)CC1 | -2.0
58 | CC(=O)N1CCCCN2[C@@H](CO)[C@H](c3ccc(-c4ccncc4)cc3)[C@@H]2C1 | -0.8
59 | O=C(C[C@@H]1C=C[C@@H](NS(=O)(=O)c2cccc(F)c2)[C@H](CO)O1)N1CCCCC1 | 0.7
60 | CCCCCNC(=O)C1C(=O)Nc2ccccc2C(=O)N1c1c(C)cccc1C (configuration not stated) | -0.9

Three entries from above, ordered by count of non-hydrogen atoms, highest first.
item | mol | TcdB inh
50 | C[C@H](CO)N1C[C@H](C)[C@@H](CN(C)Cc2ccc(C(=O)O)cc2)Oc2ccc(NC(=O)Nc3ccccc3)cc2C1=O | 0.2
57 | COc1ccc2c3c(n(C)c2c1)[C@H](CO)N(C(=O)Nc1ccc(F)cc1)CC31CCN(Cc2ccccn2)CC1 | -2.0
44 | COCC(=O)Nc1ccc2c(c1)C(=O)N(C)C[C@@H](OC)[C@@H](C)CN(Cc1cccnc1)[C@@H](C)CO2 | 0.1

(continued)
item | mol | TcdB inh
61 | C[C@H]1CN([C@@H](C)CO)C(=O)c2cc(NC(=O)Nc3ccc(F)cc3)ccc2O[C@H]1CN(C)S(=O)(=O)c1cccs1 | 0.9
62 | C[C@H]1CN([C@@H](C)CO)C(=O)Cc2cc(NC(=O)c3ccncc3)ccc2O[C@H]1CN(C)S(=O)(=O)c1cn(C)cn1 | 1.6
63 | Cc1ccc(S(=O)(=O)Nc2ccc3c(c2)C(=O)N([C@H](C)CO)C[C@@H](C)[C@@H](CN(C)S(=O)(=O)c2cn(C)cn2)OCCCC[C@H](C)O3)cc1 | -0.7
64 | CN(C)C(=O)[C@H]1[C@H](CO)[C@H]2Cn3c(ccc(-c4cccnc4)c3=O)[C@H]2N1Cc1ccccc1F | 0.7
65 | Cc1ccc(S(=O)(=O)Nc2ccc3c(c2)C(=O)N([C@@H](C)CO)C[C@@H](C)[C@H](CN(C)S(=O)(=O)c2c(C)noc2C)OCCCC[C@@H](C)O3)cc1 | -0.3
66 | COc1ccc(S(=O)(=O)N(C)C[C@H]2OCCCC[C@@H](C)Oc3ccc(NC(=O)Nc4cccc5ccccc45)cc3C(=O)N([C@@H](C)CO)C[C@H]2C)cc1 | 0.5
67 | O=C(Nc1cc(F)ccc1F)N1CC(=O)N2[C@@H](CO)[C@H](c3ccc(/C=C/c4ccccc4)cc3)[C@@H]2C1 | -0.5
68 | O=C(C1CCCC1)N1CC(=O)N2[C@H](C1)[C@H](c1ccc(Br)cc1)[C@@H]2CO | -0.1
69 | O=C(C[C@H]1CC[C@H]2[C@@H](COC[C@@H](O)CN2C(=O)c2cccnc2)O1)NCc1ccc(-c2ccccc2)cc1 | 0.3
70 | COc1ccc2c3c([nH]c2c1)[C@@H](CO)N(C)CC31CN(C(=O)NC(C)C)C1 | 2.1
71 | COc1ccc(S(=O)(=O)N(C)C[C@H]2OCCCC[C@@H](C)Oc3ccc(NC(=O)NC(C)C)cc3C(=O)N([C@H](C)CO)C[C@H]2C)cc1 | -1.9
72 | CCCNC(=O)N1[C@@H]2CN(C(=O)Nc3cccc(Cl)c3)c3ccccc3[C@@H]2[C@@H]1CO | 0.8
73 | O=C(Nc1cc(F)ccc1F)N1CCCCN2[C@@H](CO)[C@@H](c3ccc(-c4ccccc4)cc3)[C@@H]2C1 | 0.4
74 | C[C@@H]1CN([C@H](C)CO)C(=O)c2cc(NS(=O)(=O)c3cn(C)cn3)ccc2O[C@@H](C)CCCCO[C@H]1CN(C)C(=O)Nc1ccc(C(F)(F)F)cc1 | 0.0
75 | Cc1noc(C)c1NC(=O)N(C)C[C@@H]1Oc2c(NC(=O)CCCCCC(=O)Nc3ccccc3N)cccc2C(=O)N([C@@H](C)CO)C[C@H]1C | 1.2
76 | O=C(C[C@@H]1CC[C@@H](NC(=O)Nc2ccc(C(F)(F)F)cc2)[C@H](CO)O1)NCc1cccc(F)c1 | -0.3
77 | Cc1ccc(S(=O)(=O)N[C@@H]2CC[C@@H](CCNC(=O)C3CCCCC3)O[C@@H]2CO)cc1 | -0.6
78 | C[C@@H]1CCCCO[C@@H](CN(C)Cc2ccc(C(=O)Nc3ccccc3N)cc2)[C@@H](C)CN([C@H](C)CO)C(=O)c2cc(NC(=O)c3ccccc3)ccc2O1 | -1.3
79 | CN(C)C(=O)C[C@@H]1CC[C@@H](NC(=O)NC2CCCC2)[C@H](CO)O1 | -0.1
80 | O=C(C[C@H]1C[C@@H]2c3cc(NC(=O)Nc4ccccc4)ccc3O[C@@H]2[C@H](CO)O1)NCc1ccccn1 | 1.2

Some of the compounds tested, so the mix of outcomes need not match the whole.
